Screening results: PubChem, National Center for Advancing Translational Sciences (NCATS)
TDP1 cell CPT – qHTS for Inhibitors of human tyrosyl-DNA phosphodiesterase 1 (TDP1): qHTS in cells in presence of CPT; chicken DT40 Tdp1-/-;hTDP1 cells + 20 nM CPT, ATP luminescence, 48 h; Potency, µM (highest dose often 46.2 µM), for inactives: top-dose activity change, negative = growth inhibition, usual class: inhibitors; 420,000 tested, 12% active; AID 686979, 2013; further: nearly all actives have a fitted effect of over 55% in size
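Cell growth measured by CellTiter-Glo luminescence after a minimum 48 h, 37 C compound exposure with 20 nM CPT in Tdp1-knockout DT40 cells stably expressing hTDP1, seeded 400/well; qHTS titration format.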
FEN1 inh – qHTS Assay for the Inhibitors of Human Flap endonuclease 1 (FEN1). P39748. 390,000 tested, 0.35% active. Potency, µM (highest dose often 114 µM), without a hit: at the highest dose activity change, negative = inhibition, hits mostly inhibitors. Recombinant FEN1 flap cleavage, fluorescence, 15 min; further: nearly all actives have a fitted effect of over 65% in size
Target sequence (P39748 whole entry, looked up): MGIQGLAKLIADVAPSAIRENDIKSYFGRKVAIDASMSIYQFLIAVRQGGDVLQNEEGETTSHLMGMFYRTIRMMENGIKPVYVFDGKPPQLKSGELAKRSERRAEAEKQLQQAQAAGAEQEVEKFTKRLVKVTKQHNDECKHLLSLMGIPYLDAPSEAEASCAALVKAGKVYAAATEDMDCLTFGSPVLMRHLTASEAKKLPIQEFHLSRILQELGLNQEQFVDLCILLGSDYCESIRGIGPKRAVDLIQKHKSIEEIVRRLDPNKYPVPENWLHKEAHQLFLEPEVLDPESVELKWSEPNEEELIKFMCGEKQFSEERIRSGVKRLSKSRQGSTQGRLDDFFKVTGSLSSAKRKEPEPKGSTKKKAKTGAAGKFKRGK
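With each library titrated from low to high concentration, compounds met 10 nM FEN1 for 15 min at room temperature before 50 nM substrate was added; readings at 0 and 15 min fed four-parameter Hill curve fits.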
KAT2A inh – qHTS Assay for Inhibitors of GCN5L2. Histone acetyltransferase KAT2A (Homo sapiens), Q92830. GCN5L2 HAT assay, ThioGlo1 CoA-SH fluorescence. Potency, µM (highest dose often 58.9 µM), for inactives: top-dose activity change, negative = inhibition, hits mostly inhibitors. 390,000 tested, 0.21% active. AID 504327, 2011
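Free CoA generated was detected with ThioGlo1 (50uM) fluorescence at Ex340nm/Em540nm, read immediately and after 20 min at room temperature. Enzyme, 20 nM in HEPES pH 7.5 buffer, saw compounds 15 min before adding 75uM H3(1-25) peptide and 70uM acetyl-CoA.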
* marks the source's active call; other numbers are inactive results; & = joins results of further samples. The call rests on the fitted dose curve; in most records, active means well fitted curve in the direction sought with a large enough effect; inconclusive means small, poorly fitted or top-dose-only effect, or another doubt; inactive means no such curve, though single readings can be large; an effect the other way counts as inactive or inconclusive. On the % scale 0 is the no-effect control and ±100 the full control effect; potency means the concentration at half of the fitted maximal effect.

Results for COc1cccc(C(=O)Nc2nnc(S(=O)(=O)N3CCCc4ccccc43)s2)c1 ?
TDP1 cell CPT: inconclusive; FEN1 inh: 1%; KAT2A inh: -1%

Results for Cc1ccc(OCc2nnc(-c3ccc(Cl)cc3)o2)cc1 ?
TDP1 cell CPT: 3%; FEN1 inh: -7%

What do the screens show for `N#Cc1ccc(-c2ccc(OCC(=O)NN=Cc3ccncc3)cc2)cc1`?
TDP1 cell CPT: inconclusive; FEN1 inh: -16%; KAT2A inh: -4%

Results for CC(=O)c1cccc(NC(=O)Cn2c(=O)oc3cc(S(=O)(=O)N4CCCC4)ccc32)c1 ?
TDP1 cell CPT: 4%&-16%; FEN1 inh: 2%&-2%; KAT2A inh: -29%&-22%

Results for CC(C)c1ccc(CNC(=O)C(=O)Nc2nccs2)cc1 ?
TDP1 cell CPT: -7%; FEN1 inh: -2%; KAT2A inh: -3%

How did Cc1cc(C)nc(NC(=O)c2ccc(Cl)cc2)n1 do in these assays?
TDP1 cell CPT: -12%; FEN1 inh: 3%; KAT2A inh: -6%

What do the screens show for `O=[N+]([O-])c1ccc(N2CCc3ccccc3C2)nc1`?
TDP1 cell CPT: -26%; FEN1 inh: -21%; KAT2A inh: 1%

Results for Cc1ccc(-n2c(SCC(N)=O)nc3c(c2=O)C2(CCCC2)Cc2ccccc2-3)cc1 ?
TDP1 cell CPT: -25%; FEN1 inh: -8%; KAT2A inh: -5%

How did CSCCC(NC(=O)c1ccccc1Cl)C(=O)N(C)Cc1cccs1 (stereo not given) do in these assays?
TDP1 cell CPT: 10%; FEN1 inh: 2%; KAT2A inh: -2%

Results for Cc1ccc(Nc2ccc(NCc3ccccc3)nn2)cc1C ?
TDP1 cell CPT: -21%; FEN1 inh: -16%; KAT2A inh: -1%

How did COCCCNCCCCSc1ccc(Cl)cc1 do in these assays?
TDP1 cell CPT: -20%; FEN1 inh: 8%; KAT2A inh: -6%

Results for CCCSc1nc2c([nH]1)c(=O)n(C)c(=S)n2C ?
TDP1 cell CPT: 5%; FEN1 inh: -10%

Results for Cc1ccc(C2(C)NC(=O)N(CC(=O)N3CCN(S(=O)(=O)c4ccc(Cl)s4)CC3)C2=O)cc1 (stereo not given) ?
TDP1 cell CPT: 21µM*; FEN1 inh: -6%; KAT2A inh: -22%

How did COc1ccc(OC)c(/C=C2\N=C(c3ccccc3)OC2=O)c1 do in these assays?
TDP1 cell CPT: -12%; FEN1 inh: 1%; KAT2A inh: -19%

How did CC(C)(C)C(=O)Cn1c(=N)n(Cc2ccccc2)c2ccccc21 do in these assays?
TDP1 cell CPT: 21µM*; FEN1 inh: -14%; KAT2A inh: -7%

How did COc1ccc(-c2noc(CSc3nc4sc(C)c(C)c4c(=O)n3-c3ccccc3)n2)cc1OC do in these assays?
TDP1 cell CPT: inconclusive; FEN1 inh: -7%; KAT2A inh: -1%

How did Cc1ccccc1NC(=S)N(Cc1ccco1)C(C)c1ccccn1 (stereo not given) do in these assays?
TDP1 cell CPT: -13%; FEN1 inh: 0%; KAT2A inh: 2%

What do the screens show for `O=C(NCCCN1CCCC1)c1ccc2c(c1)N(Cc1ccccc1F)C(=O)c1ccccc1S2(=O)=O`?
TDP1 cell CPT: -16%; FEN1 inh: 20%; KAT2A inh: -3%

Results for NS(=O)(=O)c1ccc(Oc2ccc(S(N)(=O)=O)cc2)cc1 ?
TDP1 cell CPT: -27%; FEN1 inh: -3%; KAT2A inh: -7%

How did CCOc1ccc(NC(=S)NC(=O)c2ccco2)cc1 do in these assays?
TDP1 cell CPT: -26%; FEN1 inh: 14%; KAT2A inh: -10%

How did CCOC(=O)C(NC(=O)CC)C(O)c1cccc([N+](=O)[O-])c1 (stereo not given) do in these assays?
TDP1 cell CPT: -22%; FEN1 inh: -5%; KAT2A inh: -11%

What do the screens show for `O=C(CC1CCC1)NC(c1ccccc1)c1ccccc1`?
TDP1 cell CPT: inconclusive; FEN1 inh: 1%; KAT2A inh: 2%

What do the screens show for `CCc1ccc(N(CC(=O)N2CCCCCC2)S(C)(=O)=O)cc1`?
TDP1 cell CPT: 17%; FEN1 inh: -8%; KAT2A inh: -16%

How did O=C(NCCNC(=O)c1ccccn1)c1ccc(-c2ccccc2)cc1 do in these assays?
TDP1 cell CPT: -8%; FEN1 inh: -18%; KAT2A inh: -1%

Results for COC(=O)C1[C@H]2SC(C)(C)C(C(=O)OC)N2C(=O)N1Cc1nc2ccccc2s1 (stereo not given in full) ?
TDP1 cell CPT: -2%; FEN1 inh: -8%; KAT2A inh: 1%

What do the screens show for `Cc1ccc(NC(=O)c2c(C)nc3ccccn23)cc1C`?
TDP1 cell CPT: 0%; FEN1 inh: -9%; KAT2A inh: -7%

How did CCC(C)N(C(=O)COC(=O)/C=C/c1ccc(O)c(OC)c1)C1CCS(=O)(=O)C1 (stereo not given) do in these assays?
TDP1 cell CPT: -10%; FEN1 inh: 1%; KAT2A inh: -4%

How did Cc1cc(C)cc(-n2ncc3c2CCCC3NC(=O)c2cc(C)oc2C)c1 (stereo not given) do in these assays?
TDP1 cell CPT: inconclusive; FEN1 inh: -4%; KAT2A inh: -9%

How did O=C(NCc1ccc2c(c1)OCO2)c1c[nH]c2ccc(S(=O)(=O)N3CCOCC3)cc2c1=O do in these assays?
TDP1 cell CPT: -3%; FEN1 inh: 2%; KAT2A inh: -1%

Results for O=C(NCCOc1cccc(Cl)c1Cl)c1cc(-n2cnnc2)ccc1Cl ?
TDP1 cell CPT: -10%; FEN1 inh: -11%; KAT2A inh: 0%

What do the screens show for `COC(=O)c1ccc(CNC(=O)COC(=O)COc2ccc(OC)cc2)cc1`?
TDP1 cell CPT: -2%; FEN1 inh: 1%; KAT2A inh: -8%

How did O=C(Cc1ccccc1)N(Cc1cccnc1)c1nc2c(Cl)cccc2s1 do in these assays?
TDP1 cell CPT: -26%; FEN1 inh: -16%; KAT2A inh: -12%

What do the screens show for `CN1CCN(CCNC(=O)Cn2c(=O)c3cccn3c3ccc(F)cc32)CC1`?
TDP1 cell CPT: -15%; FEN1 inh: 20%; KAT2A inh: -17%

Results for COc1ccc(CNC(=O)C2CC(c3ccccc3[N+](=O)[O-])=NO2)cc1 (stereo not given) ?
TDP1 cell CPT: -22%; FEN1 inh: 11%; KAT2A inh: inconclusive

Results for COc1ccccc1S(=O)(=O)Nc1ccc(S(=O)(=O)Nc2nccs2)cc1 ?
TDP1 cell CPT: 2%; FEN1 inh: -12%; KAT2A inh: -10%

How did Cc1ccnc(NCc2ccc(Cl)cc2)c1 do in these assays?
TDP1 cell CPT: inconclusive; FEN1 inh: -5%; KAT2A inh: 2%

Results for O=C(NC1CCCCC1)C(c1ccc(F)cc1)N(C(=O)Cc1ccsc1)c1ccc(F)cc1 (stereo not given) ?
TDP1 cell CPT: -8%; FEN1 inh: 0%; KAT2A inh: 1%

How did O=C1c2ccccc2C(=O)N1c1cccc(-c2nc3ccccc3o2)c1 do in these assays?
TDP1 cell CPT: -6%; FEN1 inh: 6%; KAT2A inh: -2%

What do the screens show for `CCOC(=O)Cc1cnc(NC(=O)c2ccccc2)s1`?
TDP1 cell CPT: -19%; FEN1 inh: -1%; KAT2A inh: 3%

Results for COc1ccc(C(=O)Nc2cccc(-c3ccc4nncn4n3)c2)cc1OC ?
TDP1 cell CPT: inconclusive; FEN1 inh: 3%; KAT2A inh: -7%

Results for CCN(Cc1ccccc1)C(=O)C(C)OC(=O)c1cc(S(=O)(=O)Nc2c(C)n(C)n(-c3ccccc3)c2=O)ccc1C (stereo not given) ?
TDP1 cell CPT: -24%; FEN1 inh: -3%; KAT2A inh: -1%

Results for Cc1nc2ccc(NC(=O)c3ccc(Cl)c(NC(=O)c4cccs4)c3)cc2s1 ?
TDP1 cell CPT: inconclusive; FEN1 inh: -6%; KAT2A inh: -8%

Results for CCOC(=O)C1CCN(CCC(=O)Nc2cc(C)ccc2C)CC1 ?
TDP1 cell CPT: -25%; FEN1 inh: -2%; KAT2A inh: -10%

How did CC(=O)Oc1ccc([C@@H]2COc3c(ccc4c3C=CC(C)(C)O4)C2)c(OC(C)=O)c1 do in these assays?
TDP1 cell CPT: inconclusive; FEN1 inh: -14%

What do the screens show for `Cc1ccc2cc(CN(Cc3ccco3)C(=O)c3ccco3)c3nnnn3c2c1`?
TDP1 cell CPT: inconclusive; FEN1 inh: 17%; KAT2A inh: -1%

What do the screens show for `COc1cc(OC)c(-c2cc(C(=O)NCc3ccc(F)cc3)c3c(-c4ccccc4)[nH]nc3n2)cc1OC`?
TDP1 cell CPT: inconclusive; FEN1 inh: 11%; KAT2A inh: 4%

How did CCc1ccc(NC(=O)N(Cc2c[nH]c3ccccc23)C2CCCCCC2)cc1 do in these assays?
TDP1 cell CPT: 21µM*; FEN1 inh: -23%; KAT2A inh: -12%

How did CCCCN1CC(=O)N2[C@H]3c4cc(Cl)ccc4OC[C@@H]3[C@H](C(=O)OCC)[C@]2(C)C1=O do in these assays?
TDP1 cell CPT: -8%; FEN1 inh: 0%; KAT2A inh: -2%

How did CC(=O)NC1CCC(C(=O)O)(c2ccccc2)C1 (stereo not given) do in these assays?
TDP1 cell CPT: 2%; FEN1 inh: -2%; KAT2A inh: 2%

How did CCc1ccc(NC(=O)c2cc3c(C)nc4ccccc4c3o2)cc1 do in these assays?
TDP1 cell CPT: 18µM*; FEN1 inh: -13%; KAT2A inh: 3%

How did COc1ccc(OC)c(S(=O)(=O)N2C(C)CCCC2C)c1 (stereo not given) do in these assays?
TDP1 cell CPT: inconclusive; FEN1 inh: -6%; KAT2A inh: -5%

What do the screens show for `CCCOc1ccc(CNC(=O)c2ccc(C)c(-n3c(C)nc4cccnc43)c2)cc1`?
TDP1 cell CPT: inconclusive; FEN1 inh: 1%; KAT2A inh: -5%

Results for CC1(c2ccc(Cl)cc2)NC(=O)N(CC(=O)Nc2ccc(F)cc2)C1=O (stereo not given) ?
TDP1 cell CPT: -22%; FEN1 inh: -17%; KAT2A inh: -2%

How did COc1ccc(NC(C)=O)cc1S(=O)(=O)N1CCN(C/C=C/c2ccccc2)CC1 do in these assays?
TDP1 cell CPT: -9%; FEN1 inh: 6%; KAT2A inh: 2%

Results for O=c1ccc(Br)c[nH]1 ?
TDP1 cell CPT: -2%; FEN1 inh: -1%; KAT2A inh: 0%

What do the screens show for `COc1ccc2c(C#N)c3ccccn3c2c1`?
TDP1 cell CPT: inconclusive; FEN1 inh: -21%; KAT2A inh: -16%

How did COc1ccc(-c2sc(C(=O)c3ccc(Cl)cc3Cl)cc2CC(=O)O)cc1 do in these assays?
TDP1 cell CPT: inconclusive; FEN1 inh: -9%; KAT2A inh: -8%

Results for O=C(O)C(c1ccccc1)N1C(=O)/C(=C\c2ccc(O)c(O)c2)SC1=S (stereo not given) ?
TDP1 cell CPT: -23%; FEN1 inh: inconclusive; KAT2A inh: -8%

What do the screens show for `Cc1cc(C)c2cccc(NC(=S)NC(=O)c3ccccc3)c2n1`?
TDP1 cell CPT: 16µM*; FEN1 inh: -14%; KAT2A inh: -15%

What do the screens show for `CCC(CO)NCCNC(CC)CO` (stereo not given)?
TDP1 cell CPT: -20%&-6%; FEN1 inh: -1%; KAT2A inh: -2%&9%

An excerpt; count on the stated rates, not on these rows.
